Source: PubChem (National Center for Advancing Translational Sciences (NCATS))
Abeta rescue: qHTS for compounds that reverse cellular toxicity of Amyloid beta (A-beta) peptide in yeast: Primary Screen | yeast expressing A-beta42, growth rescue, OD600, 48 h; response scale: 0% DMSO, 100% iron-clioquinol control | Potency, µM (titrated, usually from 46.1 µM), for inactives: at the top dose growth rescue, actives largely listed as activators | hit rate 0.063% among 410,000 | AID 1347071, 2019; also: potency is read from the fitted curve at half-maximal effect; nearly all actives have a fitted effect of over 55% in size
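Growth rescue measured by 600 nm absorbance after 48 h yeast culture at 30 C with compound. Values normalized between DMSO and an equimolar ferric chloride plus clioquinol control.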
IL-2 act: qHTS of IL-2 Activators | IL-2 activation reporter assay, cell-based qHTS; stimulated with anti-CD3/CD4/CD28 beads; in transgenic mouse T cells | activation, % (series mostly up to about 46 µM) | hit rate 0.065% among 360,000 | AID 652025, 2013; in the data active = activation above about 50%; inconclusive = mostly about 30% to 49%; also: 0% is about no effect
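Quantitative HTS in unstimulated transgenic mouse T cells, with memory T cells as non-tolerant control and PMA/ionomycin as tolerance-bypass control. Compound pretreatment lasted 60 minutes before 18 h bead stimulation; EGFP/DsRed fluorescence read.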
WRN helicase inh: qHTS for Inhibitors of WRN Helicase. Bifunctional 3'-5' exonuclease/ATP-dependent helicase WRN (Homo sapiens), Q14191. hit rate 0.46% among 360,000. WRN helicase unwinding, fluorescent forked duplex, kinetic. Potency, µM (highest dose often 114 µM), for the others: at the top dose activity change, negative = inhibition, usual class: inhibitors. AID 651768, 2012; also: potency is read from the fitted curve at half-maximal effect; % is scaled to controls: 0 for no effect and ±100 for the full control effect; nearly all actives have a fitted effect of over 55% in size
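Kinetic red-fluorescence monitoring (525/598 nm) tracks WRN helicase activity after 100 nM fluorophore-quencher forked duplex and 2 mM ATP are added to 20 nM enzyme pretreated 15 min at room temperature with compound.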
EPAC1 agonist: qHTS for Agonist of cAMP-regulated guanine nucleotide exchange factor 3 (EPAC1): primary screen | Rap guanine nucleotide exchange factor 3 (Homo sapiens), O95398 | EPAC1 agonist qHTS, biochemical assay; response scale: 100% = response to 6.5 mM cAMP | Potency, µM (doses to about 154 µM), for inactives: top-dose activation, actives largely listed as activators | hit rate 0.073% among 360,000 | AID 720707, 2013; also: potency is read from the fitted curve at half-maximal effect; nearly all actives have a fitted effect of over 60% in size
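Multi-concentration qHTS readout: loss of Rap1B-bound BODIPY-GDP fluorescence driven by 100 nM EPAC1 with excess GDP (50 uM), monitored kinetically at room temperature; agonist response expressed relative to 6.5 mM cAMP.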
PI5P4K alpha inh: qHTS for Inhibitors of phosphatidylinositol 5-phosphate 4-kinase (PI5P4K) | hit rate 1.2% among 330,000 | Phosphatidylinositol 5-phosphate 4-kinase type-2 alpha (Homo sapiens), P48426 | PI5P4Kalpha enzyme, ADP-Glo luminescence, 60 min; hits give low values | max response, %; active = max response of -50% or lower; inconclusive = between -30% and -50%; inactive = -30% or higher; also: value at the top dose of about 77 µM; % is scaled to controls: 0 for no effect and ±100 for the full control effect
Target sequence (P48426 whole entry, looked up): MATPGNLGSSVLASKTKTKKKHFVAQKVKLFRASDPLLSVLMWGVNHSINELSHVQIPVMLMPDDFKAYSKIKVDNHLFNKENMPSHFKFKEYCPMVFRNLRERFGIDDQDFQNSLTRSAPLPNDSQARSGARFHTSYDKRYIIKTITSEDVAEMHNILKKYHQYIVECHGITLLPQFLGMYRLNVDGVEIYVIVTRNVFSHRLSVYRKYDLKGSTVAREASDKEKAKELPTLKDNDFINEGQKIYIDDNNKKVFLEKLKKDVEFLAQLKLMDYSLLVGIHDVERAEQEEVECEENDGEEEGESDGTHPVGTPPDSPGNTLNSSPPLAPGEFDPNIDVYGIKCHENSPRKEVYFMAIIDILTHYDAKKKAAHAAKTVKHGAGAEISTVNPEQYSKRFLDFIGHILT
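Luminescence from ADP-Glo served as readout of PI5P4Kalpha activity in a qHTS format. Reaction: enzyme, substrate, compound, ATP at 5 microM final, 60 min at RT.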
FUS suppressor: qHTS for Suppressors of FUS Proteinopathy: Primary screen using FUS-linked yeast assay. S. cerevisiae FUS-expressing, growth rescue, OD600, 24 h. Potency, µM (highest dose often 76.6 µM), without a hit: top-dose growth rescue (activation), most hits filed as activators. hit rate 0.24% among 390,000;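 also: potency is read from the fitted curve at half-maximal effect; plate controls were DMSO vehicle for no effect and reference control for full effect; nearly all actives have a fitted effect of over 55% in size; some results filed as inactive show a strong effect at the top dose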
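FUS-expressing yeast, raffinose-pregrown, induced in 2% galactose minimal medium at OD 0.005; compounds in a dilution series, 24hr at 30C. Growth restoration read as absorbance at 600 nm. CP55940 positive control, DMSO negative.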
PLK1 PBD inh: qHTS for Inhibitors of PLK1-PDB (polo-like kinase 1 - polo-box domain): Primary Screen; Potency, µM, for inactives: max response, negative = inhibition, hits mostly inhibitors; hit rate 2.8% among 360,000; Plk1 PBD binding of FITC phosphopeptide, fluorescence polarization; AID 720504, 2013; Serine/threonine-protein kinase PLK1 (Homo sapiens), P53350; also: potency is read from the fitted curve at half-maximal effect; series mostly up to about 57 µM; % is scaled to controls: 0 for no effect and ±100 for the full control effect; nearly all actives have a fitted effect of over 65% in size
Target sequence (P53350 whole entry, looked up, the tested form may be a part): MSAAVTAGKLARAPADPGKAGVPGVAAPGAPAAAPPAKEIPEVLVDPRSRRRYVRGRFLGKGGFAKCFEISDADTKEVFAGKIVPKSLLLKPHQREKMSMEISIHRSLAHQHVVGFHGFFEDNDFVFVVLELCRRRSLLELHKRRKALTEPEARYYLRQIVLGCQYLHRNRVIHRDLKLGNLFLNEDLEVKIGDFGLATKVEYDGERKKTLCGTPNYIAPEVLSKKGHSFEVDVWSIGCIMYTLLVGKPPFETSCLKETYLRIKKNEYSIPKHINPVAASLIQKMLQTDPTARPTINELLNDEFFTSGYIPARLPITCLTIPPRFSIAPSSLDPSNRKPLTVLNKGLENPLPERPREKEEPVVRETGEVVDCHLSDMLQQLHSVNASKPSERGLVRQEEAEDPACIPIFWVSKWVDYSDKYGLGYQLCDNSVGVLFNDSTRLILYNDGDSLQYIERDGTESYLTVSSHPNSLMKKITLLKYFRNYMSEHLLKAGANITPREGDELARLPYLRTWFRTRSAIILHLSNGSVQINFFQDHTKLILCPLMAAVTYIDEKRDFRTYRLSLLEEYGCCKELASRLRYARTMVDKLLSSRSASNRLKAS
EPAC1 antag: qHTS for Antagonist of cAMP-regulated guanine nucleotide exchange factor 3 (EPAC1): primary screen. Rap guanine nucleotide exchange factor 3 (Homo sapiens), O95398. EPAC1 GEF assay, Rap1b-BODIPY-GDP exchange fluorescence. Potency, µM (doses to about 115 µM), for the others: at the top dose activity change, negative = inhibition, hits mostly inhibitors. hit rate 0.14% among 360,000. AID 720709, 2013;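 also: potency is read from the fitted curve at half-maximal effect; plate controls were vehicle for no effect and positive control for full effect; nearly all actives have a fitted effect of over 50% in size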
The depositor's hits bear a star; ? = inconclusive; . = no result given; [ ] = remark or other dose. Unless noted, calls follow the shape of the dose curve; as a rule, active = well fitted curve in the direction sought with a large enough effect; inconclusive = small, poorly fitted or top-dose-only effect, or another doubt; inactive = no such curve, though single readings can be large; an effect the other way counts as inactive or inconclusive. Hits appear at their usual frequency; any-hit rate near 4.1%.

SMILES	Abeta rescue	IL-2 act	WRN helicase inh	EPAC1 agonist	PI5P4K alpha inh	FUS suppressor	PLK1 PBD inh	EPAC1 antag
COc1ccc(/C=N/Nc2ccccn2)cc1O	-5.5%	-3.2	-5.0%	-1.2%	-1.5	-3.7%	2.2%	-10.6%
COc1cccc(/C=N/NC(=O)c2nnn(-c3nonc3N)c2C(C)C)c1	9.7%	-3.7	-4.1%	-8.3%	-7.9	15.5%	-17.7%	-14.9%
N=C1C(=O)OCC1c1ccccc1NC(=O)CN1CCOCC1 (centres undefined)	-9.0%	0.6	8.8%	-0.4%	-2.7	.	-11.4%	-13.5%
Cc1cc(C(=O)CCC(=O)N2CCN(S(=O)(=O)c3cccs3)CC2)c(C)s1	10.8%	-0.7	-9.7%	1.2%	-18.2	33.0%	-2.8%	-5.8%
Cc1ccc(-n2c(=O)[nH]cc(C(=O)N3CCc4ccccc43)c2=O)cc1	8.2%	0.3	2.7%	3.1%	0.3	17.4%	-2.5%	4.8%
COc1ccc2cc(Br)ccc2c1CC(=O)NC1CC(C)(C)NC(C)(C)C1	2.0%	2.1	15.4%	-6.2%	-3.5	16.6%	-7.1%	-9.4%
Cc1ccc(C(=O)NCCc2nnc3ccc(N4CCCC4)nn23)cc1	-4.0%	-1.4	-16.8%	2.1%	19.8	.	4.5%	3.3%
O=C(O)CCNc1cc(N2CCN(C(=O)c3ccco3)CC2)c2noc3c2c1C(=O)c1ccccc1-3	-10.1%	16.4	17.8µM*	-4.7%	-58.4*	?	48.8%[activator]	?
CC(C)c1nc(NCc2ccccc2)c(C#N)c2c1CCCC2	-8.4%	0.2	2.2%	-1.5%	1.7	-22.4%	?	-1.0%
Cc1ccnc(NC(=O)CCC(=O)N(CC(=O)NC2CCCCC2)C2CCCC2)c1	4.0%	1.3	1.3%	3.8%	0.9	4.7%	0.5%	9.9%
COCCCNc1nc(-c2ccncc2)nc2ccccc12	4.9%	-1.0	-6.5%	-2.4%	-0.5	5.3%	1.1%	10.2%
CC1=CCC(C(=O)O)C(C(=O)Nc2cccnc2)C1 (centres undefined)	-10.8%	2.4	-4.3%	-1.9%	3.8	-21.1%	-0.7%	4.3%
CCc1ccc(NC(=O)C(=O)N/N=C(\C)CC(=O)Nc2ccccn2)cc1	-3.1%	0.6	4.5%	-2.6%	2.1	1.1%	-3.1%	0.4%
CCC(C)(C)N(C(=O)CCC(=O)Nc1cc(C)on1)C(C(=O)NC(C)(C)C)c1ccc(OC)cc1 (centres undefined)	1.6%	0.7	9.2%	-3.4%	6.5	20.6%	-2.3%	-13.7%
CCOC(=O)CC(=O)CSc1nc(C)cc(-c2cccnc2)c1C#N	-6.1%	-2.3	-12.6%	8.1%	.	12.5%	-6.0%	11.6%
CC1=NN(C(=O)c2ccc(Cn3nc(C)c(Br)c3C)cc2)C(O)(C(F)(F)F)C1 (centres undefined)	26.2%	9.6	6.2%	-0.3%	-0.4	.	-3.7%	10.2%
O=S(=O)(NCCN1CCOCC1)c1ccc(Cl)s1	12.5%	-1.3	-1.2%	-5.3%	4.8	-11.0%	-5.1%	16.0%
O=C(N/C(=C/c1cccnc1)C(=O)N1CCCCCC1)c1ccccc1	-24.6%	1.8	7.3%	10.1%	9.4	11.9%	-6.7%	4.0%
CCOC(=O)c1sc(NC(=O)C(C)Sc2nc(N)cc(=O)[nH]2)nc1C (centres undefined)	-6.9%	-2.8	-4.7%	10.0%	-5.6	11.1%	-5.7%	-17.4%
Cc1ccnc(NC(c2ccccc2)c2ccc3cccnc3c2O)c1 (centres undefined)	-64.7%[inhibitor]	-0.6	-6.7%	14.3%	-4.3	?	?	3.7%
CCOc1ccc(NC(=O)C(=O)NCCN2CCN(S(=O)(=O)c3ccccc3)CC2)cc1	-22.7%	-1.6	10.4%	9.0%	-20.5	-4.4%	23.8µM*	-5.4%
O=C(/C=C/c1ccc(F)cc1)c1ccccc1Br	-57.4%[inhibitor]	0.2	-32.9%	7.3%	11.1	.	-16.6%	-19.7%
CC[C@H](C)C(=O)O[C@H]1CCC=C2C=C[C@H](C)[C@H](CC[C@@H]3C[C@@H](O)CC(=O)O3)[C@H]21	0.1%	-0.6	2.8%	-17.2%	13.2	32.5%	-16.0%	-4.5%
CC(=O)c1cn(N(C)c2ncc(C(F)(F)F)cc2Cl)c(=O)[nH]c1=O	-5.2%	0.3	-13.0%	1.0%	-5.0	6.8%	-10.5%	4.4%
S=c1[nH]nc(-c2cc(-c3ccccn3)nc3ccccc23)o1	29.2%	1.3	-7.3%	0.4%	?	-1.0%	?	-1.0%
CSCCC1NC(=O)C(C(C)=Nc2ccccc2)=C1O (centres undefined)	-2.8%	0.8	4.5%	-2.3%	10.9	.	-2.7%	4.9%
Cc1noc(C)c1COC(=O)[C@@H](NC(=O)c1ccccc1Cl)C(C)C	-12.5%	1.3	1.9%	1.4%	-1.2	1.3%	-2.3%	-7.1%
CC(C)C(O)P(=O)(OCc1ccccc1)c1ccc(N(C)C)cc1 (centres undefined)	-5.1%	13.8	2.9%	-10.7%	.	11.5%	0.6%	4.5%
CCC(C)NC(=O)CCC(=O)Nc1ccc2nc(N3CCOCC3)cc(C)c2c1 (centres undefined)	2.5%	-1.2	-4.7%[57.1 µM]	-2.8%	-2.2	-6.6%	-3.4%	11.7%
CCC(=O)N(C)C[C@H]1Oc2ncc(C#Cc3ccncc3)cc2C(=O)N([C@@H](C)CO)C[C@@H]1C	-2.9%	-0.6	-3.9%	-0.7%	4.5	-10.8%	-13.4%	23.0%

Some of the entries above in another layout:
CC(=O)c1cn(N(C)c2ncc(C(F)(F)F)cc2Cl)c(=O)[nH]c1=O
  Abeta rescue = -5.2% | IL-2 act = 0.3 | WRN helicase inh = -13.0% | EPAC1 agonist = 1.0% | PI5P4K alpha inh = -5.0 | FUS suppressor = 6.8% | PLK1 PBD inh = -10.5% | EPAC1 antag = 4.4%
S=c1[nH]nc(-c2cc(-c3ccccn3)nc3ccccc23)o1
  Abeta rescue = 29.2% | IL-2 act = 1.3 | WRN helicase inh = -7.3% | EPAC1 agonist = 0.4% | PI5P4K alpha inh = ? | FUS suppressor = -1.0% | PLK1 PBD inh = ? | EPAC1 antag = -1.0%
CSCCC1NC(=O)C(C(C)=Nc2ccccc2)=C1O (centres undefined)
  Abeta rescue = -2.8% | IL-2 act = 0.8 | WRN helicase inh = 4.5% | EPAC1 agonist = -2.3% | PI5P4K alpha inh = 10.9 | FUS suppressor = . | PLK1 PBD inh = -2.7% | EPAC1 antag = 4.9%

The results go on.
SMILES	Abeta rescue	IL-2 act	WRN helicase inh	EPAC1 agonist	PI5P4K alpha inh	FUS suppressor	PLK1 PBD inh	EPAC1 antag
COC(=O)c1ccc(COc2ccc(/C=N/N3CCN(C)CC3)cc2)cc1	-10.5%	0.6	5.3%	-6.0%	-1.1	4.9%	-11.6%	-10.3%
Cc1cc(C(=O)N(C)Cc2ccc(Br)cc2)no1	1.0%	-0.5	-1.7%	0.6%	-1.9	8.9%	-5.0%	-13.7%
CC(C)(C)CC(C)(C)N=C1Nc2cc(Cl)c(Cl)cc2NC12C[C@H]1CCC(=O)N3CC[C@@H](C2)[C@@H]13 (some centres undefined)	?	-0.5	-3.7%	-24.5%	-5.7	?	-4.4%	-27.6%
Cc1nn(Cc2ccc(C(=O)NN)o2)c(C)c1Cl	1.8%	0.7	-5.7%	0.4%	3.0	18.9%	-10.1%	1.6%
CC(=O)N1C(c2ccccc2)CC(=O)OC1c1ccc2c(c1)OCO2 (centres undefined)	20.2%[9.22 µM]	-1.1	-4.9%	-5.9%	13.0	-11.1%	2.6%	0.3%
COc1ccccc1N1CCN(CCCNC(=O)Nc2ccccc2C)CC1	-5.0%	-0.2	3.9%	-4.6%	11.9	-5.6%	-1.9%	4.7%
Cc1[nH]c(N=Nc2ccccc2)nc1N=Nc1ccccc1	?	0.0	1.0%	-7.6%	-12.1	9.4%	-0.9%	-4.1%
CCN1C(=O)[C@H]2[C@@H](c3ccc(-c4ccc(Cl)c(Cl)c4)c(OC)c3)N3CCCC[C@@]3(C(=O)OC)[C@H]2C1=O	16.9%	-0.8	6.8%	7.0%	36.0	25.1µM*	3.0%	-4.0%
CN1CCN(c2ccc(NC(=O)c3ccc(Cl)cc3Cl)cc2)CC1	-12.8%	0.2	-2.7%	21.4%	5.8	-9.3%	-3.8%	0.9%
C/C=C1\C(OC2OC(CO)C(O)C(O)C2O)OC=C(C(=O)OC)C1CC(=O)OCC1C(C)C(OC(=O)CC2C(C(=O)OC)=COC(OC3OC(CO)C(O)C(O)C3O)/C2=C\C)CC1C(CO)CO (centres undefined)	-1.8%	0.4	-7.1%	-7.1%	-4.7	13.8%	-8.2%	9.7%
CCSc1nc(-c2ccc(OC)cc2)n(-c2nc3ccccc3s2)n1	18.1%	4.3	0.8%	6.3%	.	5.0%	?	-17.3%
CC1=C(C/C=C(\C)CCCC(C)CCCC(C)CCCC(C)C)C(=O)c2ccccc2C1=O (centres undefined)	-22.8%	0.3	-0.4%	-46.2%[inhibitor]	-1.6	-26.0%	-8.4%	-10.6%
CC(=O)N1CCc2cc(NC(=O)C3(C)CCN3Cc3ccc(C(C)C)cc3)ccc21 (centres undefined)	6.9%	-0.5	-7.1%	-7.4%	1.1	-1.5%	3.7%	-13.2%
Cc1cc(Cl)ccc1OC(C)C(=O)OCC(=O)Nc1ccc2[nH]c(=O)[nH]c2c1 (centres undefined)	2.3%	-0.3	-19.5%	2.5%	-4.7	6.1%	5.0%	4.7%
O=C(NCCC1=CCCCC1)c1cccc2c1C(=O)N(C1CCCCC1)C2	-9.0%	-3.4	-2.7%	-0.4%	11.6	18.8%	-5.2%	-11.0%
O=C1CC(c2ccccc2)CN1C(=O)c1cncc(Br)c1 (centres undefined)	13.7%	-1.1	7.1%	-2.4%	-2.6	-6.7%	-1.4%	14.8%
